rat mGlu8 modulation: rat mGlu8 modulation via Gqi9 calcium signal, confirmation, counter-screen for GIRK activator project, cell-based, HEK293 rmGlu8, Gqi9 chimera; HEK293 rmGlu8/Gqi9 calcium flux, Fluo-4 fluorescence; glutamate at EC20 added after compound; calls only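 (single compound addition from 20 µM solution with 0.2% DMSO)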; hit rate 4% among 2,100; AID 623869;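 active = calcium fluorescence trace judged by eye to show a response, as agonist, enhancer of the glutamate response, or inhibitor; inactive = trace judged by eye to show no response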
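Material: rat mGlu8 HEK-293 cells with transient Gqi9; medium: HEPES-buffered HBSS, pH 7.4; reagent: EC20 glutamate; dosing: one dose, 20 µM addition solution, 0.2% DMSO; incubation: compound 4 min before glutamate, then 2 min recording; measured by: Fluo-4 calcium fluorescence, 1 Hz; evaluation: F/F0 fluorescence traces judged visually for each well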
Calls only. Some of the compounds tested; rates above refer to the full screens.

CCOc1cc(-c2noc(-c3cccnc3)n2)ccc1OC was read as rat mGlu8 modulation inactive.
O=C(Nc1nnc(-c2ccc(Cl)cc2)o1)c1cccc(N2C(=O)CCC2=O)c1 was read as rat mGlu8 modulation inactive.
Screening O=C(O)c1oc2ccccc2c1CSc1ccccn1 returned rat mGlu8 modulation inactive.
`Cc1ccc(N=Cc2cc3c(cc2O)OC(N)=C(C#N)C3c2ccccc2)cc1` (stereo not given) gave rat mGlu8 modulation inactive.
For CCCOc1cccc(C(=O)NC(=S)Nc2cccc(C(F)(F)F)c2)c1 the results were rat mGlu8 modulation inactive.
For CC(=O)c1c(C)[nH]c(C(=O)COc2cc(C)cc(C)c2)c1C the results were rat mGlu8 modulation inactive.
For CC(Sc1nc2ccccc2c(=O)[nH]1)C(=O)O (stereo not given) the results were rat mGlu8 modulation inactive.
For Clc1ccc(/C=N/Nc2nc(Cl)nc3ccccc23)cc1 the results were rat mGlu8 modulation inactive.
Screening Cc1ccc2c(CC(=O)NC3CCCc4ccccc43)coc2c1 (stereo not given) returned rat mGlu8 modulation inactive.
Screening O=C(C1CCCN(Cc2cccs2)C1)N1CCCCCC1 (stereo not given) returned rat mGlu8 modulation inactive.
`CC(C)CCn1c(S(=O)(=O)O)nc2ccccc21` gave rat mGlu8 modulation inactive.
CN(C)c1nc2n(c(=O)n1)C(C#N)CS2 (stereo not given) was read as rat mGlu8 modulation inactive.
Screening O=C(COC(=O)c1cccc(N2C(=O)c3ccccc3C2=O)c1)Nc1ccccc1 returned rat mGlu8 modulation inactive.
`O=C(NNc1nc2ccccc2nc1C(F)(F)F)c1ccccc1` gave rat mGlu8 modulation inactive.
`COC(=O)c1ccc(C)c(NC(=O)CN2C(=O)c3ccccc3S2(=O)=O)c1` gave rat mGlu8 modulation inactive.

The final 2 entries of the section above come first, to join the parts:
`O=C(NNc1nc2ccccc2nc1C(F)(F)F)c1ccccc1` gave rat mGlu8 modulation inactive.
`COC(=O)c1ccc(C)c(NC(=O)CN2C(=O)c3ccccc3S2(=O)=O)c1` gave rat mGlu8 modulation inactive.
`Cc1ccc(C(=O)NC2(C(F)(F)F)N=C3SCCN3C2=O)cc1` (stereo not given) gave rat mGlu8 modulation inactive.
For CC1CCCC(NC(=O)Nc2cccs2)C1C (stereo not given) the results were rat mGlu8 modulation inactive.
`CC(C)NC(=S)NC(=O)c1ccc(Cl)cc1Cl` gave rat mGlu8 modulation inactive.
Screening CC1(C)Cc2ccccc2-c2nnc(SCC(=O)N3CCN(c4ccccc4)CC3)n21 returned rat mGlu8 modulation inactive.
`CCCn1c(C)cc(/C=C(\C#N)C(=O)OCC(=O)Nc2cccc(OC)c2)c1C` gave rat mGlu8 modulation inactive.
For CCOc1[nH]n(-c2ccc(Cl)cc2)c(=O)c1C=Nc1ccc(Cl)cc1 the results were rat mGlu8 modulation inactive.
Screening O=C(CSCCO)Nc1ccccc1 returned rat mGlu8 modulation inactive.
CCOC(=O)C1CCCN(C(=O)c2cc(-c3ccccc3)on2)C1 (stereo not given) was read as rat mGlu8 modulation inactive.
For CCN(CC)c1ccc2c(c1)OC(N)=C(C#N)C2c1cccnc1 (stereo not given) the results were rat mGlu8 modulation inactive.
For CCCCn1c(=O)nc2n(-c3ccccc3)c3ccccc3cc-2c1=O the results were rat mGlu8 modulation inactive.
Screening O=C(COc1ccc(Br)cc1Br)NC(=S)N1CCCc2ccccc21 returned rat mGlu8 modulation inactive.
Screening O=C(NC(=S)Nc1ccccn1)c1cc(-c2ccccc2)nc2ccccc12 returned rat mGlu8 modulation inactive.
Screening O=C(NNS(=O)(=O)c1cc(Cl)cc(Cl)c1)c1sccc1-n1cccc1 returned rat mGlu8 modulation inactive.
`O=C(Nc1nnc(-c2ccc(Cl)cc2)o1)c1nc2ccccc2s1` gave rat mGlu8 modulation inactive.
For CCc1nc2cc(Cl)c(Cl)cc2[nH]1 the results were rat mGlu8 modulation inactive.

Some of these compounds in order of number of heavy atoms, smallest number first:
For CCc1nc2cc(Cl)c(Cl)cc2[nH]1 the results were rat mGlu8 modulation inactive.
`Cc1ccc(C(=O)NC2(C(F)(F)F)N=C3SCCN3C2=O)cc1` (stereo not given) gave rat mGlu8 modulation inactive.
CCOC(=O)C1CCCN(C(=O)c2cc(-c3ccccc3)on2)C1 (stereo not given) was read as rat mGlu8 modulation inactive.
Screening O=C(COc1ccc(Br)cc1Br)NC(=S)N1CCCc2ccccc21 returned rat mGlu8 modulation inactive.
For CCCCn1c(=O)nc2n(-c3ccccc3)c3ccccc3cc-2c1=O the results were rat mGlu8 modulation inactive.
Screening O=C(NC(=S)Nc1ccccn1)c1cc(-c2ccccc2)nc2ccccc12 returned rat mGlu8 modulation inactive.
Screening CC1(C)Cc2ccccc2-c2nnc(SCC(=O)N3CCN(c4ccccc4)CC3)n21 returned rat mGlu8 modulation inactive.

The main list resumes, starting two compounds before the break.
`O=C(Nc1nnc(-c2ccc(Cl)cc2)o1)c1nc2ccccc2s1` gave rat mGlu8 modulation inactive.
For CCc1nc2cc(Cl)c(Cl)cc2[nH]1 the results were rat mGlu8 modulation inactive.
For C=CCOc1cccc(C2C(C(=O)c3ccc(C)o3)=C(O)C(=O)N2c2nccs2)c1 (stereo not given) the results were rat mGlu8 modulation inactive.
`N#CCCn1nc(-c2ccc(Cl)cc2)cc1Nc1ccccc1NC(=O)C(F)(F)F` gave rat mGlu8 modulation inactive.
COc1cccc(C(=O)NC(=S)Nc2ccc([N+](=O)[O-])cc2C)c1 was read as rat mGlu8 modulation inactive.
Screening CCOC(=O)c1ccc(CNCc2ccc(Br)cc2)cc1 returned rat mGlu8 modulation inactive.
For O=C(Cc1ccccc1)Nc1nc(=O)c2ccccc2s1 the results were rat mGlu8 modulation inactive.
`Cc1ccc(OCC(O)Cn2c(=N)n(Cc3ccccc3)c3ccccc32)cc1` (stereo not given) gave rat mGlu8 modulation inactive.
Screening COc1ccc(CN(CCC#N)C(=S)NC(=O)c2ccccc2)cc1 returned rat mGlu8 modulation inactive.
For O=C(O)CC/C(=C\c1cc([N+](=O)[O-])ccc1Cl)c1nc2ccccc2s1 the results were rat mGlu8 modulation inactive.
CCCCOc1ccc(C(=O)NNC(=S)NC(=O)CC)cc1 was read as rat mGlu8 modulation inactive.
CC1Cc2nc(SCC(=O)Nc3nc4ccccc4s3)n(C)c(=O)c2S1 (stereo not given) was read as rat mGlu8 modulation inactive.
CCc1c(C)nc(SCC(=O)N2CCc3ccccc32)[nH]c1=O was read as rat mGlu8 modulation inactive.
Screening Cc1cccn2c(=O)c3cc(C#N)c(=NC(=O)c4cccnc4)n(CC4CCCO4)c3nc12 (stereo not given) returned rat mGlu8 modulation inactive.
`O=C(N/C(=N\O)c1ccccc1)Nc1ccc(Cl)cc1` gave rat mGlu8 modulation active.
Screening Cc1ccc(C2c3c(oc4ccc(Cl)cc4c3=O)C(=O)N2CCCN2CCOCC2)o1 (stereo not given) returned rat mGlu8 modulation inactive.
`C=CCNC(=S)Nc1sc2c(c1C(=O)OCC)CC(C)(CC)OC2` (stereo not given) gave rat mGlu8 modulation inactive.
Screening COc1cc(C)ccc1OCCOc1cc(C)ccc1Cl returned rat mGlu8 modulation inactive.
Cc1oc(-c2cccc(Cl)c2)nc1CN1CCC(C(=O)NCc2ccco2)CC1 was read as rat mGlu8 modulation inactive.
Cc1ccc(-c2cn(-c3ccccc3)c(SCC(=O)NC3CCS(=O)(=O)C3)n2)cc1C (stereo not given) was read as rat mGlu8 modulation inactive.
For C/C(=N/NC(=S)Nc1ccccc1)c1ccc2c(c1)OCO2 the results were rat mGlu8 modulation inactive.
For CCCCOc1cccc(OCCCC)c1C(=O)Nc1cc(C)on1 the results were rat mGlu8 modulation inactive.
Screening CCc1cc(C(=O)NNC(=S)Nc2ccccc2C)cs1 returned rat mGlu8 modulation inactive.
Screening O=C(NNC(=O)c1cccs1)Nc1cccc(Cl)c1 returned rat mGlu8 modulation inactive.
For CC(C)(C)S(=O)(=O)c1ccc(S(=O)(=O)C(C)(C)C)s1 the results were rat mGlu8 modulation inactive.
Screening O=C(NCCSCc1ccco1)Nc1cccc(Cl)c1 returned rat mGlu8 modulation inactive.
For CCOc1ccccc1NC(=O)CSc1nnc(-c2ccco2)n1Cc1ccco1 the results were rat mGlu8 modulation inactive.
NS(=O)(=O)c1ccc(CCNC2CC(=O)N(Cc3ccccc3)C2=O)cc1 (stereo not given) was read as rat mGlu8 modulation inactive.
